FLuc counter: counter-screen for miR-21 project: firefly luciferase inhibitors or activators; actives 6.9% (n = 360,000); Potency, µM (top dose mostly 57.5 µM), for inactives: at the highest dose activity change, negative = inhibition, actives largely listed as inhibitors; purified FLuc, Km substrates, luminescence inhibition; P08659;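 also: potency is read from the fitted curve at half-maximal effect; plate controls were vehicle for no effect and reference inhibitor for full effect; nearly all actives have a fitted effect of over 55% in size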
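Biochemical qHTS of compounds, final roughly 60 µM downward over six points, against 10 nM purified firefly luciferase using Km concentrations of substrates (10 uM D-luciferin, 10 uM ATP) in Tris acetate pH 7.5 buffer; luminescence output.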
NPC1 prom act: activators of NPC1 promoter | Huh7 NPC1 promoter luciferase reporter, 24 h | Potency, µM (series often up to 9.22 µM), without a hit: at the highest dose activation, most hits filed as activators | actives 2.4% (n = 320,000);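 also: potency is read from the fitted curve at half-maximal effect; % of control where 0% means no effect; nearly all actives have a fitted effect of over 60% in size; reporter is driven by a mutant NPC1 promoter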
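Huh7 reporter cells (NPC1 promoter driving luciferase) are dosed with compound for 24 h at 37 °C, 5% CO2; luciferase detection reagent is then added and luminescence measured after 10 min at ambient temperature.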
Mito fusion act: blocks mitochondrial division or promotes mitochondrial fusion; Potency, µM (doses to about 46.1 µM), without a hit: top-dose growth rescue (activation), usual class: activators; S. cerevisiae fusion-defective mutant growth rescue, CellTiterGlo 48 h; actives 0.23% (n = 320,000); AID 485298;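 also: potency is read from the fitted curve at half-maximal effect; % of control where 0% means no effect; nearly all actives have a fitted effect of over 45% in size; temperature-sensitive fusion mutants such as fzo1-1 at 37 °C on non-fermentable ethanol glycerol medium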
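S. cerevisiae fusion-defective temperature-sensitive mutants (e.g. fzo1-1, mgm1-5) grown 48 h at 37C in YPEG (ethanol/glycerol non-fermentable) medium with 23 nl compound per well; growth rescue read as CellTiterGlo luminescence.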
Rab9 prom act: activates the Rab9 promoter. actives 2.8% (n = 320,000). Potency, µM (titrated, usually from 9.22 µM), without a hit: at the top dose activation, negative = inhibition, most hits filed as activators. Huh7 Rab9 promoter-luciferase reporter, luminescence, 24 h; also: potency is read from the fitted curve at half-maximal effect; % of control where 0% means no effect; nearly all actives have a fitted effect of over 60% in size
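Huh7 reporter line, Rab9 promoter upstream of luciferase. Compound exposure 24 h at 37 °C in reduced-serum medium with 10% FBS. Read-out: luminescence.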
KCNH2 3.1 block: inhibitors of human KCNH2 3.1 potassium channel isoform | U2OS KCNH2 3.1, thallium flux FluxOr; active compounds read low | activity change, % (tested at about 1.8 µM) | actives 0.95% (n = 340,000) | AID 720553;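 active = maximum activity change below -70%; inconclusive = maximum activity change from -70% to -50%; inactive = maximum activity change above -50%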;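 also: thallium influx rate constant from kinetic fluorescence after stimulation buffer; % is scaled to controls: 0 for no effect and ±100 for the full control effect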
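Channel expression came from 3.1 mutant virus (1.77 x 10^8 /mL) applied to suspended U2OS cells for 4 h. Flux was tracked with FluxOr dye plus Red40 quencher, and kinetic rate constants normalized to controls.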
PKM2 activator: PKM2 (human) enzyme activation | P14618 | Potency, µM (highest dose often 57.5 µM), for inactives: top-dose activation, hits mostly activators | purified PKM2, Kinase-Glo ATP luminescence, activation; response scale: 0% is enzyme alone, no compound | actives 0.34% (n = 260,000) | AID 1631; also: potency is read from the fitted curve at half-maximal effect; % is scaled to controls: 0 for no effect and ±100 for the full control effect; nearly all actives have a fitted effect of over 55% in size
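ATP formation by purified human PK-M2, quantified via coupled luciferase luminescence after 1 h at room temperature with 0.1 mM ADP and 0.5 mM PEP final.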
MBNL1-CUG inh: blocks human MBNL1 binding to CUG repeat RNA | TR-FRET MBNL1-His/biotin-(CUG)12 binding, 665/545 ratio | actives 0.036% (n = 280,000) | Q9NR56 | Potency, µM (series often up to 57.5 µM), for inactives: at the top dose activity change, negative = inhibition, actives largely listed as inhibitors | AID 2675; active = well fitted inhibition curve with a large enough effect in the signal ratio, with a control signal flat, not every such curve was filed as active; inconclusive = small, poorly fitted or top-dose-only effect, or effect the other way, or a change in a side signal; inactive = no such curve, though single readings can be large or run the other way; the % refers to the signal ratio; also: potency is read from the fitted curve at half-maximal effect; % is scaled to controls: 0 for no effect and ±100 for the full control effect
Target sequence (Q9NR56 whole entry, looked up): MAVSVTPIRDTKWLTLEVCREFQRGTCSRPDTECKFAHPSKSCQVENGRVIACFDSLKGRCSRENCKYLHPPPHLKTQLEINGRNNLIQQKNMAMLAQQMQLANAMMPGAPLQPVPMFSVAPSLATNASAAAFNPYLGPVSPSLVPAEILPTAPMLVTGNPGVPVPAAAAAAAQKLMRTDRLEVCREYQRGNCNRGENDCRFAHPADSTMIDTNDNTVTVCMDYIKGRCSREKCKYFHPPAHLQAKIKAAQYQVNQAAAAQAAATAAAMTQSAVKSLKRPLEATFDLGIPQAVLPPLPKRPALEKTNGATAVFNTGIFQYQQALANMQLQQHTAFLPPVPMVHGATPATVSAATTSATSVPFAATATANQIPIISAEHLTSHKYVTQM
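Inhibition of protein-RNA binding appears as loss of TR-FRET between terbium anti-His antibody on MBNL1-His and streptavidin-XL665 on biotin-(CUG)12. Activity is normalized to buffer-only and uninhibited-complex controls.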
VP16 counter: inhibits Gal4-VP16 luciferase reporter, ROR gamma counter-screen | Drosophila S2 Gal4-VP16 UAS-luciferase, luminescence, 20 h | Potency, µM (series often up to 53.6 µM), inactives show at the highest dose activity, negative = inhibition, most hits filed as inhibitors | actives 3.5% (n = 310,000) | AID 2546;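 also: Gal4-VP16 expression switched on by copper sulfate through the metallothionein promoter; potency is read from the fitted curve at half-maximal effect; % is scaled to controls: 0 for no effect and ±100 for the full control effect; nearly all actives have a fitted effect of over 50% in size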
ELG1 DNA repair: ELG1-dependent DNA repair inhibition. HEK293T ELG1-luciferase reporter, luminescence, 16 h; DNA damage induced by 5-fluorouridine. Potency, µM (highest dose often 46.1 µM), without a hit: at the highest dose activity change, negative = inhibition, usual class: inhibitors. actives 2.3% (n = 330,000); also: potency is read from the fitted curve at half-maximal effect; % is scaled to controls: 0 for no effect and ±100 for the full control effect; nearly all actives have a fitted effect of over 55% in size
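Luminescence from the luciferase reporter, measured 30 min after ONE-Glo reagent at room temperature, was the read-out. Beforehand, 2,000 cells per well were exposed for 16 hr at 37 °C to 5-fluorouridine together with compound or vehicle.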
Menin MLL FP TR: menin-MLL binding inhibition, Texas Red mutant peptide; Menin + Texas Red MLL mutant peptide, fluorescence polarization; O00255; Potency, µM (titrated, usually from 61.6 µM), without a hit: at the highest dose FP activity change, negative = inhibition, most hits filed as inhibitors; actives 0.23% (n = 270,000); active = well fitted inhibition curve with a large enough effect in the polarisation, with a control signal flat, not every such curve was filed as active; inconclusive = small, poorly fitted or top-dose-only effect, or effect the other way, or a change in a side signal; inactive = no such curve, though single readings can be large or run the other way; the % refers to the polarisation; also: potency is read from the fitted curve at half-maximal effect; % of control where 0% means no effect; many of its hits are not listed in these tables
Target sequence (O00255 whole entry, looked up): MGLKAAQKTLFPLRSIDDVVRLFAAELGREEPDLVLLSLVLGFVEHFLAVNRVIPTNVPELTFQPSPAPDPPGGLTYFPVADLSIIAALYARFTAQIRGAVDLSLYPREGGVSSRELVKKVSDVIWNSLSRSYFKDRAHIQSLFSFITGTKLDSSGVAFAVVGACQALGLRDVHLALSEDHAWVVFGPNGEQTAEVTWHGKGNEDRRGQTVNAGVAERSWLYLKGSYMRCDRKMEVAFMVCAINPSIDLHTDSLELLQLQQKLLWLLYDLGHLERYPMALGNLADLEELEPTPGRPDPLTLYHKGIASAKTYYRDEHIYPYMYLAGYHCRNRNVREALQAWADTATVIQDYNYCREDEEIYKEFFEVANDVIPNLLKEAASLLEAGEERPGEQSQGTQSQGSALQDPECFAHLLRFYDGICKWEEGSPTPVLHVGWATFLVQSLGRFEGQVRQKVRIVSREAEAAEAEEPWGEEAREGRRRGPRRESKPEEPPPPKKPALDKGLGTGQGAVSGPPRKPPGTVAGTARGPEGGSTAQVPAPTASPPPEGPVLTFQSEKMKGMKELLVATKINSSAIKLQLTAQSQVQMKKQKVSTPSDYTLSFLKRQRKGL
RORgamma inh: ROR gamma (mouse) transcription inhibition; Drosophila S2 Gal4-RORgamma UAS-luciferase reporter, 20 h; actives 5.4% (n = 310,000); Potency, µM (doses to about 53.6 µM), inactives show top-dose activity change, negative = inhibition, usual class: inhibitors; P51450; AID 2551; also: potency is read from the fitted curve at half-maximal effect; % is scaled to controls: 0 for no effect and ±100 for the full control effect; nearly all actives have a fitted effect of over 60% in size
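Luciferase reporter read in Schneider cells carrying Gal4-RORγ (mouse) and UAS-Photinus luciferase; cells given compound 1 h before 700 uM copper sulfate induction, then incubated 20 h at ambient temperature.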
* marks the source's active call; other numbers are inactive results; ? = inconclusive; . = no result given; [ ] = dose if it differs, or a comment. Unless noted, calls follow the shape of the dose curve; as a rule, active = well fitted curve in the direction sought with a large enough effect; inconclusive = small, poorly fitted or top-dose-only effect, or another doubt; inactive = no such curve, though single readings can be large; an effect the other way counts as inactive or inconclusive. Only part of the results is shown; rates above refer to the full screens.

SMILES	FLuc counter	NPC1 prom act	Mito fusion act	Rab9 prom act	KCNH2 3.1 block	PKM2 activator	MBNL1-CUG inh	VP16 counter	ELG1 DNA repair	Menin MLL FP TR	RORgamma inh
Cc1ccc(-c2nnn(CC(=O)N(Cc3cccs3)C(C(=O)NC3CCCC3)c3ccco3)n2)o1 (stereo not given)	2%	2%	-3%	-8%	-13	-5%	7%	?	0%	-3%	-17%
CCc1ccc(CCC(=O)Nc2ccc(S(N)(=O)=O)cc2)o1	2%	-2%	-5%	-12%	-5	18%	-6%	-3%	8%	11%	1%
CN(C(=O)c1ccc(NC(=O)Cc2cccc(NC(=O)C3CCN(C(=O)CCc4ccccc4)CC3)c2)cc1)C1CCCC1	-15%	2%	2%	-3%	.	.	.	.	?	.	.
CCOC(=O)c1cnc(SCc2cccc3ccccc23)nc1N	?	-4%	2%	3%	-133*	-6%	0%	-8%	10%	-1%	18%
COc1ccc(/C=C/C(=O)NCc2cnn(C)c2C)cc1COc1ccc(Br)cc1	-11%	-11%	7%	-1%	5	-7%	2%	0%	?	77%[activator]	23%
O=C(COc1cccc(Cl)c1Cl)Nc1ccc2c(c1)CCC2	-1%	-1%	1%	12%	-13	-9%	-11%	-9%	?	-11%	12%
CC(C)NC(=O)NC(=O)CSc1ccc(S(=O)(=O)N2CCCC2)cn1	1%	-3%	-2%	-2%	7	.	.	.	0%	.	.
COc1ccc(C2C(C#N)=C(N)Oc3c2ccc2cccnc32)cc1OC (stereo not given)	5%	-24%	3%	-30%[inhibitor]	9	4%	17%	?	2%	3%	?
CCOC(=O)NNc1ccc(C(F)(F)F)cn1	-3%	-2%	-2%	-2%	-6	-2%	-1%	1%	0%	.	-12%
CC1(C)Oc2ccc(C(=O)Nc3ccccc3F)cc2N(CC(=O)N2CCOCC2)C1=O	2%	2%	-4%	11%	14	.	3%	22%	15%	-1%	3%
O=C(NCCc1ccccc1F)C1CCCN(c2nc3ccccc3s2)C1 (stereo not given)	0%	-1%	9%	-2%	7	-4%	1%	-5%	?	?	27%
CCOC(=O)C1C(C)=CC(=O)CC1c1ccco1 (stereo not given)	7%	-2%	-1%	6%	3	-1%	-10%	9%	-11%	4%	0%
CC(C)(C)c1ccc(C(=O)N/C(=C\c2ccco2)C(=O)Nc2ccccc2C(=O)O)cc1	?	-3%	3%	10%	2	8%	1%	-7%	?	?	-3%
Cc1cc(C)c2c(c1)/C(=N/NS(=O)(=O)c1ccc(Br)cc1)CCC2	7%	0%	10%	-1%	-14	-14%	0%	1%	29%	2%	5%
COC(=O)c1ccc(CN2CCCC(C(=O)Nc3cccc(-n4cccn4)c3)C2)cc1 (stereo not given)	7%	-5%	-4%	9%	0	.	-4%	-1%	-21%	.	-11%
Cc1c(-n2c(O)c(C3=c4ccccc4=NC3=O)sc2=S)c(=O)n(-c2ccccc2)n1C	1%	-3%	1%	-2%	17	-2%	3%	-16%	-6%	1%	?
Nc1nc(Nc2ccccc2)sc1C(=O)c1ccccc1	19µM*	2.5µM*	-4%	?	-4	1%	19%	?	?	.	-33%
CC1CCCN(C(=S)Nc2ccc(F)cc2)C1 (stereo not given)	-18%	-1%	1%	3%	-8	-5%	3%	1%[10 µM]	-14%	6%	8.9µM*
CCOc1ccccc1NC(=O)CCn1cccc1	6%	0%	1%	-1%	?	5%	1%	-6%	1%	-3%	-5%
O=C(NCC(=O)N(c1ccc2c(c1)OCO2)C(C(=O)NC1CCCC1)c1ccncc1)c1ccco1 (stereo not given)	-2%	1%	-2%	-2%	-1	1%	9%	-2%	2%	-2%	6%
COc1ccc(OC)c(/C=N/NC(=O)CC(=O)NC2CCCCC2)c1	-2%	1%	-3%	1%	1	-5%	30%[activator]	-7%	-4%	-5%	5%
CC(=O)Nc1cccc(NC(=O)C2CC(=O)N(CCc3ccc(F)cc3)C2)c1 (stereo not given)	-1%	7%	1%	4%	-8	-4%	-6%	5%	-3%	1%	-11%
Cc1nnc(SCC(=O)Nc2ccc(C(N)=O)cc2)n1-c1ccccc1	2%	3%	0%	0%	4	.	-6%	1%	?	-10%	1%
Cc1cc(Cl)ccc1OCCCC(=O)Nc1cccc(-n2cnnn2)c1	2%	-6%	21%	0%	-4	.	-1%	3%	-8%	.	35%
CC1=C(C(=O)OCc2ccc(C)cc2)C(c2ccc(O)c([N+](=O)[O-])c2)NC(=O)N1 (stereo not given)	-4%	-3%	2%	11%	22	-14%	-13%	-1%	-4%	-2%	1%
CC(C)C(Nc1ncnc2c1oc1ccccc12)C(=O)O (stereo not given)	-16%	-2%	8%	1%	1	-2%	-8%	-3%	6%	-6%	5%
Cn1nc(C(F)(F)F)cc1-c1ccc(/C=C(\C#N)C(=O)c2ccccc2)s1	-1%	?	2%	?	-5	1%	0%	-7%	?	.	1%
O=C(Nc1ccc(Oc2cccnc2)cc1)C1CCN(Cc2ccc(F)cc2)CC1	-1%	-1%	-9%	-7%	7	.	1%	-11%	?	.	-14%
Cc1ccc(/C=C/C(=O)N2CC(=O)Nc3ccccc32)o1	?	-3%	-2%	14%	0	17%	9%	16µM*	-18%	-2%	?
CN(C)S(=O)(=O)c1cc(C(=O)Nc2ccccc2C(=O)NC2CC2)ccc1Cl	.	12%	13%	-3%	3	.	.	.	?	.	.
Cc1ccsc1C(=O)Nc1ccc(F)c([N+](=O)[O-])c1	?	-4%	-3%	-1%	9	-3%	?	-5%	?	7%	27%
CCn1c(COc2ccc(=O)n(-c3ccccc3)n2)nnc1SC	0%	-5%	2%	2%	6	2%	5%	-9%	-2%	-7%	-5%
O=C(c1ccc(CS(=O)Cc2ccc(Cl)cc2)o1)N1CCN(c2ccccn2)CC1 (stereo not given)	2%	1%	-3%	-2%	-9	.	2%	13%	?	4%	7%
CCOCCCNC(=S)Nc1ccc2nc(N3CCN(CC)CC3)cc(C)c2c1	-1%	0%	-14%	-10%	-10	.	-5%	-16%	11%	0%	-3%
Cc1ccc(-c2nc(CS(=O)(=O)CC(=O)NCCCN3CCN(C)CC3)c(C)o2)cc1	4%	1%	0%	-7%	10	6%	-7%	3%	13%	-1%	-6%
Cc1ccc(CNC(=O)CNS(=O)(=O)c2ccc3nc(C)sc3c2)cc1	2%	5%	10%	-2%	-19	3%	-16%	-12%	?	-22%	6%
O=C(Nc1ccc(S(=O)(=O)N2CCCC2)cc1)c1cc(=O)c2ccccc2o1	1%	1%	3%	-2%	-6	2%	.	-9%	-17%	.	26%
CCOC(=O)C(=CNc1cc(C)nn1-c1ccccc1)C(=O)OCC	1%	-1%	1%	0%	-1	-2%	4%	1%	?	-11%	5%

Just KCNH2 3.1 block and RORgamma inh, for some of the entries so far:
molecule | KCNH2 3.1 block | RORgamma inh
CCOCCCNC(=S)Nc1ccc2nc(N3CCN(CC)CC3)cc(C)c2c1 | -10 | -3%
Cc1ccc(-c2nc(CS(=O)(=O)CC(=O)NCCCN3CCN(C)CC3)c(C)o2)cc1 | 10 | -6%
Cc1ccc(CNC(=O)CNS(=O)(=O)c2ccc3nc(C)sc3c2)cc1 | -19 | 6%
O=C(Nc1ccc(S(=O)(=O)N2CCCC2)cc1)c1cc(=O)c2ccccc2o1 | -6 | 26%
CCOC(=O)C(=CNc1cc(C)nn1-c1ccccc1)C(=O)OCC | -1 | 5%

Record cards, as listed above:
`CC(C)C(Nc1ncnc2c1oc1ccccc12)C(=O)O` (stereo not given) in the list: FLuc counter = -16%; NPC1 prom act = -2%; Mito fusion act = 8%; Rab9 prom act = 1%; KCNH2 3.1 block = 1; PKM2 activator = -2%; MBNL1-CUG inh = -8%; VP16 counter = -3%; ELG1 DNA repair = 6%; Menin MLL FP TR = -6%; RORgamma inh = 5%
`CCOCCCNC(=S)Nc1ccc2nc(N3CCN(CC)CC3)cc(C)c2c1` in the list: FLuc counter = -1%; NPC1 prom act = 0%; Mito fusion act = -14%; Rab9 prom act = -10%; KCNH2 3.1 block = -10; PKM2 activator = .; MBNL1-CUG inh = -5%; VP16 counter = -16%; ELG1 DNA repair = 11%; Menin MLL FP TR = 0%; RORgamma inh = -3%

Screening data deposited in PubChem BioAssay by National Center for Advancing Translational Sciences (NCATS).
